Ins promoter up: MIN6 insulin promoter up-regulation; MIN6 insulin promoter-GFP reporter, high-content imaging; hits give high values; z-score at 5 µM; AID 1625; 0.3% of 190,000 active;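 active = z-score above 3 at 5 µM with at least 500 cells counted in the well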
WT yeast gro inh: growth inhibition of WT yeast, mitochondrial fusion screen. mitochondrial fusion phenotypic screen, WT strain. inhibition, % at 10 µM. 2.1% of 190,000 active. AID 1362; in the data active = inhibition above about 58%; tested in S. cerevisiae
CSM14.1 death rescue: protection against thapsigargin-triggered cell killing – 384-well, CSM14.1, ATP luminescence, primary screen (AID 1222); 190,000 tested, under 10 active; CSM14.1 thapsigargin-induced death rescue, ATP luminescence; higher % means a stronger effect; one-dose cellular ATP content (survival), % at 20 µM; EC50 in µM for titrated hits;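 active = EC50 below 50 µM in the dose-response confirmation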;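 also: death triggered by thapsigargin at about 15 µM added after 2 h compound pretreatment; cell ATP read after overnight thapsigargin exposure of roughly 18 to 22 hours; normalized against plate controls of thapsigargin alone and 5% DMSO vehicle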
MT stabilize HCS: microtubule stabilization, imaging screen. HeLa tubulin immunostaining HCS, 24 h; share of cells brighter than vehicle mean+2SD. % tubulin-high responders, % at 10 µM. 0.83% of 200,000 active;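 active = plate Z-score above 3 for both tubulin-high and condensed-nucleus cell shares, with cell loss under 80%, at 10 µM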;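 also: anti alpha tubulin signal scored within the nucleus-defined area of each cell; some results filed as inactive read as strong as hits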
XIAP antagonists: XIAP antagonists, biochemical, IAP family, fluorescence polarization (AID 1018); XIAP BIR domain, fluorescence polarization peptide displacement; higher % means a stronger effect; displacement, % at 20 µM; hits with a dose series show IC50 in µM; 0.007% of 200,000 active; in the data active = displacement above about 50%; also: a part of the inactive calls stands beside numbers as strong as those of hits
Hep lipid drop: hepatic lipid droplet formation modulation; AML12 mouse hepatocytes, oleate lipid droplets, BODIPY imaging; inhibition, % at 6.5 µM; 0.4% of 240,000 active;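 active = lipid droplet intensity inhibited by at least 50%, with more than 500 cells counted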
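Material – AML12 mouse liver cells · Also added – oleate loading, 100 µM · Compound dosing – 6.5 µM single-point dosing · Times – overnight treatment with compound plus oleate · Measured by – fluorescence imaging, 20x objective, two fields per well · Read-out – percent inhibition of filter-corrected integrated lipid droplet intensity per well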
bCat nuc transl: beta-catenin nuclear translocation modulation. HeLa beta-catenin nuclear translocation, immunofluorescence imaging. 0.3% of 190,000 active. nuclear translocation activity, % at 5 µM. AID 1665;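 active = nuclear translocation activity above 50% at 5 µM, with a well cell count of 50 or more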;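 also: per-cell ratio of nuclear to cytoplasmic median beta-catenin stain intensity; plate controls were DMSO negative control for no effect and GSK-3 inhibitor IX positive control for full effect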
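Test system: human HeLa cells, endogenous beta-catenin. Times: 24 h compound exposure, 37°C. Measured by: beta-catenin immunofluorescence imaging with DAPI.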
Dynein transport: dynein cargo transport inhibition; 3617.4 mouse cells, GR-EGFP nuclear translocation imaging; test concentration mostly 20 µM; stimulated with dexamethasone, 1 µM; hits give low values; z-score, hits read low; 0.47% of 220,000 active; AID 1381;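 active = plate z-score of nuclear minus cytoplasmic receptor signal below a set negative limit, without overly bright fluorescence or cell loss, cut at about -3.5 in these data, passing the limit was not always enough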;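 also: z-score of nuclear minus cytoplasmic ring GR-EGFP intensity difference per well; some compounds called inactive have numbers as strong as hits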
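medium = tetracycline-free induction medium containing charcoal-stripped FBS | also added = 1.0 µM final dexamethasone stimulus | schedule = 48 h induction, 1 h compound, 30 min dex at 37 °C | technique = fixed, Hoechst-stained cells imaged at 10x for EGFP | measure = GR-EGFP nuclear translocation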
Autophagy mod: autophagy modulation, high-content screen; 0.98% of 190,000 active; MEF GFP-LC3 puncta imaging; test concentration mostly 10 µM; calls only at 10 µM (by protocol);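 active = percentage of spot-positive cells more than 3 SD above its plate mean, without a fluorescence outlier flag or 80% toxicity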;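 also: spot-positive cell cutoff set from DMSO-treated cells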
WT yeast gro inh mutant strain: also measured in WT yeast gro inh; calls as there; inhibition, %; mitochondrial fusion phenotypic screen, mutant strain inhibition
Dynein transport cytoplasmic EGFP: second read-out of Dynein transport, no call of its own (marks repeat the call); z-score; measured here: cytoplasmic GR-EGFP intensity; hits give high values
Dynein transport nuclear GR-EGFP: recorded beside Dynein transport, whose call it bears; z-score; measured here: nuclear GR-EGFP intensity;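 lower value marks the stronger effect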
Dynein transport cell count: recorded beside Dynein transport, whose call it bears; z-score; measured here: cell count per field
Ins promoter up cell count: second read-out of Ins promoter up, no call of its own (marks repeat the call); cell count; measured here: cytotoxicity, nuclei count;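 total cells summed across four imaged fields per well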
Hep lipid drop cells 6.5 µM: also measured in Hep lipid drop; calls as there; cell count; measured here: cell count, cytotoxicity flag;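 cells counted across two imaged fields per well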
bCat nuc transl cell count 5 µM: also measured in bCat nuc transl; calls as there; cell count; measured here: cell count, cytotoxicity flag
MT stabilize HCS Hoechst-high %: recorded beside MT stabilize HCS, whose call it bears; % Hoechst-high responders; measured here: nuclear condensation Hoechst responders;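 share of cells brighter than vehicle mean plus two SD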
MT stabilize HCS cytotoxicity %: second read-out of MT stabilize HCS, no call of its own (marks repeat the call); toxicity, %; measured here: cytotoxicity by cell density;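 0% = mean cell density of plate MIN control wells and 100% = no cells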
Autophagy mod cell loss 18 h: also measured in Autophagy mod; calls as there; toxicity, %; measured here: cell loss, nuclei count;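 cell loss after 18 h compound exposure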
The depositor's hits bear a star.

Screening O=C(CCN1CCCCC1)Nc1ccccc1 returned Ins promoter up -0.55, WT yeast gro inh -2, MT stabilize HCS 1.5, XIAP antagonists -1.8%, Hep lipid drop 10, bCat nuc transl 0.6, Dynein transport -0.31, Autophagy mod inactive, WT yeast gro inh mutant strain -13, Dynein transport cytoplasmic EGFP -0.26, Dynein transport nuclear GR-EGFP -0.094, Dynein transport cell count 0.092, Ins promoter up cell count 1295, Hep lipid drop cells 6.5 µM 692, bCat nuc transl cell count 5 µM 1071, MT stabilize HCS Hoechst-high % 1.5, MT stabilize HCS cytotoxicity % 9.3 and Autophagy mod cell loss 18 h -4.
Screening CC(C)N(Cc1nc(-c2ccccc2)no1)C(=O)CCCN1C(=O)c2ccccc2C1=O returned Ins promoter up 0.23, WT yeast gro inh 15, CSM14.1 death rescue 0.2%, MT stabilize HCS 2.8, XIAP antagonists -9.5%, Hep lipid drop -2, Dynein transport -0.0052, Autophagy mod inactive, WT yeast gro inh mutant strain -3, Dynein transport cytoplasmic EGFP -0.27, Dynein transport nuclear GR-EGFP -0.37, Dynein transport cell count -0.51, Ins promoter up cell count 1315, Hep lipid drop cells 6.5 µM 759, MT stabilize HCS Hoechst-high % 1.8, MT stabilize HCS cytotoxicity % 5.8 and Autophagy mod cell loss 18 h 2.
Screening CCOC(=O)c1c(C)[nH]c(C)c1C(=O)CSc1nc2ccccc2n1CCOC returned Ins promoter up -0.79, WT yeast gro inh -6, CSM14.1 death rescue -1.3%, MT stabilize HCS 6.7, XIAP antagonists 0.0%, Hep lipid drop 6, bCat nuc transl 0.0, Dynein transport 0.35, Autophagy mod inactive, WT yeast gro inh mutant strain -4, Dynein transport cytoplasmic EGFP 0.83, Dynein transport nuclear GR-EGFP 0.28, Dynein transport cell count -0.27, Ins promoter up cell count 1496, Hep lipid drop cells 6.5 µM 622, bCat nuc transl cell count 5 µM 1134, MT stabilize HCS Hoechst-high % 1.9, MT stabilize HCS cytotoxicity % 4.5 and Autophagy mod cell loss 18 h 0.
Screening CN1CCN(S(=O)(=O)c2ccc(NC(=O)COc3ccccc3)cc2)CC1 returned Ins promoter up -0.11, WT yeast gro inh 18, CSM14.1 death rescue 0.5%, MT stabilize HCS 2.8, XIAP antagonists -5.5%, Hep lipid drop 20, bCat nuc transl 1.2, Dynein transport -0.11, Autophagy mod inactive, WT yeast gro inh mutant strain -20, Dynein transport cytoplasmic EGFP 0.25, Dynein transport nuclear GR-EGFP 0.04, Dynein transport cell count 0.26, Ins promoter up cell count 1248, Hep lipid drop cells 6.5 µM 719, bCat nuc transl cell count 5 µM 1207, MT stabilize HCS Hoechst-high % 1.8, MT stabilize HCS cytotoxicity % 1.4 and Autophagy mod cell loss 18 h 0.
Screening CS(=O)(=O)NCc1nnc(SCc2ccccc2C(F)(F)F)o1 returned Ins promoter up 0.57, WT yeast gro inh 1, CSM14.1 death rescue -0.9%, MT stabilize HCS 5.1, XIAP antagonists 0.5%, bCat nuc transl -1.6, Dynein transport -0.14, Autophagy mod inactive, WT yeast gro inh mutant strain -10, Dynein transport cytoplasmic EGFP -0.15, Dynein transport nuclear GR-EGFP 0.21, Dynein transport cell count -0.66, Ins promoter up cell count 1383, bCat nuc transl cell count 5 µM 1030, MT stabilize HCS Hoechst-high % 2.5, MT stabilize HCS cytotoxicity % 2.7 and Autophagy mod cell loss 18 h 20.
`CN(CC(=O)Nc1ccc(N2CCOCC2)cc1)CC(=O)Nc1ccc(Cl)cc1[N+](=O)[O-]` gave Ins promoter up 0.19, WT yeast gro inh 30, CSM14.1 death rescue 1.1%, MT stabilize HCS 5.9, XIAP antagonists -8.0%, Hep lipid drop -6, bCat nuc transl 0.7, Dynein transport 0.77, Autophagy mod inactive, WT yeast gro inh mutant strain -1, Dynein transport cytoplasmic EGFP -0.2, Dynein transport nuclear GR-EGFP 0.58, Dynein transport cell count -0.85, Ins promoter up cell count 1573, Hep lipid drop cells 6.5 µM 646, bCat nuc transl cell count 5 µM 1034, MT stabilize HCS Hoechst-high % 1.9, MT stabilize HCS cytotoxicity % 1.0 and Autophagy mod cell loss 18 h 38.
`O=C(CNC(=S)N(CCCN1CCOCC1)Cc1cccs1)NCCCN1CCOCC1` gave WT yeast gro inh -14, CSM14.1 death rescue -2.3%, MT stabilize HCS 2.2, XIAP antagonists -43%, Hep lipid drop -7, bCat nuc transl -1.1, Dynein transport 2, Autophagy mod inactive, WT yeast gro inh mutant strain 9, Dynein transport cytoplasmic EGFP -0.072, Dynein transport nuclear GR-EGFP 1.1, Dynein transport cell count -1.5, Hep lipid drop cells 6.5 µM 465, bCat nuc transl cell count 5 µM 1076, MT stabilize HCS Hoechst-high % 2.5, MT stabilize HCS cytotoxicity % 7.9 and Autophagy mod cell loss 18 h -6.
`CCCc1[nH]nc2c1C(CCc1ccccc1)C(C#N)=C(N)O2` (stereo not drawn) gave Ins promoter up 0.02, WT yeast gro inh 7, CSM14.1 death rescue -0.4%, MT stabilize HCS 2.4, XIAP antagonists -5.5%, bCat nuc transl 1.8, Dynein transport -1.2, Autophagy mod inactive, WT yeast gro inh mutant strain 5, Dynein transport cytoplasmic EGFP -0.098, Dynein transport nuclear GR-EGFP -0.52, Dynein transport cell count 2.5, Ins promoter up cell count 1554, bCat nuc transl cell count 5 µM 1415, MT stabilize HCS Hoechst-high % 1.6, MT stabilize HCS cytotoxicity % 8.8 and Autophagy mod cell loss 18 h 15.
Screening CC(=O)Nc1ccc(/C=C2/Sc3ccccc3C2=O)cc1 returned WT yeast gro inh -15, CSM14.1 death rescue -1.5%, XIAP antagonists -13%, Hep lipid drop -6, bCat nuc transl 0.2, Dynein transport 0.17, Autophagy mod inactive, WT yeast gro inh mutant strain -17, Dynein transport cytoplasmic EGFP -0.098, Dynein transport nuclear GR-EGFP 0.42, Dynein transport cell count -0.19, Hep lipid drop cells 6.5 µM 667, bCat nuc transl cell count 5 µM 1557 and Autophagy mod cell loss 18 h -8.
For Cc1cc(C)cc(CC2CC(=O)N(c3ccc4c(c3)OCCO4)C2=O)c1 (stereo not drawn) the results were Ins promoter up 0.19, WT yeast gro inh 13, CSM14.1 death rescue 3.5%, MT stabilize HCS 1.4, XIAP antagonists 0.2%, Hep lipid drop 23, bCat nuc transl -1.3, Dynein transport -0.63, Autophagy mod inactive, WT yeast gro inh mutant strain 8, Dynein transport cytoplasmic EGFP -0.31, Dynein transport nuclear GR-EGFP -0.076, Dynein transport cell count -0.39, Ins promoter up cell count 1183, Hep lipid drop cells 6.5 µM 737, bCat nuc transl cell count 5 µM 1094, MT stabilize HCS Hoechst-high % 0.5, MT stabilize HCS cytotoxicity % 25 and Autophagy mod cell loss 18 h -4.
C=CCNC(=O)NC(=O)COC(=O)/C(C#N)=C/c1ccc(OC)cc1 was read as Ins promoter up -0.16, WT yeast gro inh -9, CSM14.1 death rescue -1.2%, MT stabilize HCS 3.2, XIAP antagonists -7.5%, Hep lipid drop 3, bCat nuc transl -1.7, Dynein transport 0.38, Autophagy mod inactive, WT yeast gro inh mutant strain -19, Dynein transport cytoplasmic EGFP -0.25, Dynein transport nuclear GR-EGFP 0.46, Dynein transport cell count -0.8, Ins promoter up cell count 1354, Hep lipid drop cells 6.5 µM 722, bCat nuc transl cell count 5 µM 1006, MT stabilize HCS Hoechst-high % 3.2, MT stabilize HCS cytotoxicity % 9.2 and Autophagy mod cell loss 18 h 3.
Screening CCCCC(=O)Nc1cccc(NC(=O)c2ccccc2Br)c1 returned Ins promoter up 0.51, WT yeast gro inh -13, CSM14.1 death rescue -1.1%, MT stabilize HCS 3.0, XIAP antagonists -5.4%, Hep lipid drop -13, bCat nuc transl -0.7, Dynein transport -0.55, Autophagy mod inactive, WT yeast gro inh mutant strain -18, Dynein transport cytoplasmic EGFP -0.21, Dynein transport nuclear GR-EGFP -0.41, Dynein transport cell count -0.31, Ins promoter up cell count 1870, Hep lipid drop cells 6.5 µM 629, bCat nuc transl cell count 5 µM 1069, MT stabilize HCS Hoechst-high % 1.8, MT stabilize HCS cytotoxicity % 7.0 and Autophagy mod cell loss 18 h 6.
Screening O=C(CSCc1ccc(Cl)cc1)Nc1ccccc1C(=O)N1CCOCC1 returned Ins promoter up -0.82, WT yeast gro inh 6, CSM14.1 death rescue 0.3%, MT stabilize HCS 1.9, XIAP antagonists 0.0%, bCat nuc transl 0.3, Dynein transport -0.1, Autophagy mod inactive, WT yeast gro inh mutant strain 6, Dynein transport cytoplasmic EGFP -0.12, Dynein transport nuclear GR-EGFP -0.11, Dynein transport cell count 0.39, Ins promoter up cell count 1413, bCat nuc transl cell count 5 µM 1357, MT stabilize HCS Hoechst-high % 1.9, MT stabilize HCS cytotoxicity % 4.3 and Autophagy mod cell loss 18 h -4.
